CHRM5 PAM: human M5 muscarinic receptor positive allosteric modulators, primary screen, CHO-K1 cells, Fluo-8 calcium fluorescence. CHO-K1 hM5, ACh EC20 PAM; 0% = ACh EC20, 100% = ACh EC100. activation, % at 3 µM. hit rate 0.3% among 360,000;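 active = activation above the run cutoff, the mean activation of all test compounds plus 3 SD, cut at about 18% in these data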
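system = human M5 receptor in CHO-K1 cells | reagent = EC20 acetylcholine as agonist stimulus | compound dosing = single-point, 3 µM nominal | incubation = Fluo-8 loading 80 min at 37 °C plus 30 min room temperature | detection = Fluo-8 calcium dye fluorescence, kinetic read | benchmarks = low control EC20 acetylcholine (0%), high control EC100 acetylcholine (100%)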
M4 antag: human M4 muscarinic receptor antagonists, primary screen, CHO cells, Fluo-8 calcium fluorescence. Muscarinic acetylcholine receptor M4 (Homo sapiens), P08173. CHO-hM4 cells, ACh EC80. inhibition, % at 3 µM. hit rate 0.73% among 360,000. AID 624125, 2012;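 active = inhibition above its plate's cutoff, the mean inhibition of sample wells plus 3 SD, cut at about 27% in these data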;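 note: 0% = acetylcholine EC80 with DMSO and 100% = DMSO without agonist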
Target sequence (P08173 whole entry, looked up): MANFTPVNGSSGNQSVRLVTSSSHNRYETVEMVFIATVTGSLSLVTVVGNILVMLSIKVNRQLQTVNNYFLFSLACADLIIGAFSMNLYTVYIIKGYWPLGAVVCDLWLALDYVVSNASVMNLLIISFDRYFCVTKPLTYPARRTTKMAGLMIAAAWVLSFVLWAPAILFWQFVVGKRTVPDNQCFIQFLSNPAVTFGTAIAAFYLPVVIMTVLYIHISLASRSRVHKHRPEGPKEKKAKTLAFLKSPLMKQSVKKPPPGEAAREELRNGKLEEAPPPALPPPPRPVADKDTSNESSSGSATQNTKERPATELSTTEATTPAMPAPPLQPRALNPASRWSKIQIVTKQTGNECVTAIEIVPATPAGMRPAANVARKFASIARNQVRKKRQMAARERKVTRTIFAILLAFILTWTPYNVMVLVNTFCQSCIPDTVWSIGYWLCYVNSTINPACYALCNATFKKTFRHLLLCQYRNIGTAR
M5 antag: human M5 muscarinic receptor antagonists, primary screen, CHO cells, Fluo-8 calcium fluorescence; inhibition, % at 3 µM; AID 624040, 2012; hit rate 0.59% among 360,000; CHO-hM5 cells, ACh EC80; Muscarinic acetylcholine receptor M5 (Homo sapiens), P08912;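 active = inhibition above a per-plate cutoff, the mean of that plate's test compounds plus 3 SD, cut at about 27% in these data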;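 note: 0% = acetylcholine EC80 with DMSO and 100% = DMSO without agonist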
CHRM4 agonist: human M4 muscarinic receptor agonists, primary screen, CHO-K1 cells, Fluo-8 calcium fluorescence. Muscarinic acetylcholine receptor M4 (Homo sapiens), P08173. CHO-K1 hM4/Gqi5; vehicle 0%, full acetylcholine response 100%. activation, % at 3 µM. hit rate 0.14% among 360,000. AID 624127, 2012;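 active = activation above the run mean over all test wells plus 3 SD, cut at about 32% in these data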;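 note: peak over basal fluorescence ratio per well then scaled between controls; 0% = DMSO wells and 100% = acetylcholine at EC100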
TAAR1 ag: human TAAR1 agonists, primary screen, Fluo-8 calcium fluorescence, CHO RD-HGA16 cells; activation, % at 3 µM; AID 624467, 2012; Trace amine-associated receptor 1 (Homo sapiens), Q96RJ0; vehicle wells 0%, saturating PEA agonist 100%; hit rate 0.99% among 360,000;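 active = activation above the mean activation of all test compounds in the run plus 3 SD, cut at about 38% in these data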
Target sequence (Q96RJ0 whole entry, looked up): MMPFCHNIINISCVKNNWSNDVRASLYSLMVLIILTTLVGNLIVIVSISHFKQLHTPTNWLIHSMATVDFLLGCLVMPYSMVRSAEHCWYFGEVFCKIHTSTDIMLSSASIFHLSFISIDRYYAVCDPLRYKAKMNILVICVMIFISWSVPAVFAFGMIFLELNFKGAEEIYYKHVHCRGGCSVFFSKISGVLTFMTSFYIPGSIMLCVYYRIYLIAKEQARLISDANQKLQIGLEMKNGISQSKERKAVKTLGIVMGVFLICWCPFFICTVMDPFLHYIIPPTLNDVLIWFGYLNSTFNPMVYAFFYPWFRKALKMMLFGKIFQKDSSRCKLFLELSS
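Assay system: CHO-derived RD-HGA16 cells with stable Gα16 and human TAAR1; timing: 17-24 h seeding, 75 min 37 °C dye, 30 min RT; read-out: % activation from peak over basal fluorescence ratio, DMSO-to-PEA scaled; measured by: kinetic Fluo-8 calcium fluorescence; benchmarks: low control DMSO, high control PEA (EC100); doses: 3 µM single concentration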
CHRM1 antagonist: human M1 muscarinic receptor antagonists, primary screen, CHO-K1 cells, Fluo-8 calcium fluorescence, 1536-well. Muscarinic acetylcholine receptor M1 (Homo sapiens), P11229. CHO-K1 hM1, ACh EC80 antagonist. inhibition, % at 3 µM. hit rate 1.3% among 360,000. AID 588852, 2011;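 active = percent inhibition above its own plate's cutoff, namely the mean of that plate's compound wells plus 3 SD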;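 note: peak over basal fluorescence ratio during 140 s after agonist addition; 0% = ACh EC80 plus DMSO and 100% = DMSO alone without agonist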
M1 ag: human M1 muscarinic receptor agonists, primary screen, Fluo-8 calcium fluorescence, CHO-K1 cells, HTS | hit rate 0.33% among 360,000 | CHO-K1 hM1, agonist mode; 0% DMSO, 100% acetylcholine EC100 | activation, % at 3 µM;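 active = activation above the run's mean compound activation plus 3 SD, cut at about 16% in these data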;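 note: peak over basal fluorescence ratio within a 140 s kinetic read after compound addition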
CHRM5 agonist: human M5 muscarinic receptor agonists, primary screen, CHO-K1 cells, Fluo-8 calcium fluorescence; Muscarinic acetylcholine receptor M5 (Homo sapiens), P08912; CHO-K1 hM5 cells; 0% DMSO wells, 100% maximal acetylcholine response; activation, % at 3 µM; hit rate 0.19% among 360,000; AID 624037, 2012;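 active = activation above the run's mean over test compounds plus 3 SD, cut at about 23% in these data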;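 note: signal is peak over basal fluorescence ratio across the kinetic read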
M1 PAM: human M1 muscarinic receptor positive allosteric modulators, primary screen, CHO-K1 cells, Fluo-8 calcium fluorescence, 1536-well; CHO-K1 hM1, ACh EC20; 0% = ACh EC20, 100% = maximal ACh; activation, % at 3 µM; hit rate 0.088% among 360,000; AID 588819, 2011; in the data active = activation above about 19%, passing the limit was not always enough
* marks the source's active call; other numbers are inactive results; · = no result given. This is a subset (hit frequency here may not be typical).

SMILES	CHRM5 PAM	M4 antag	M5 antag	CHRM4 agonist	TAAR1 ag	CHRM1 antagonist	M1 ag	CHRM5 agonist	M1 PAM
O=C1CCCC(=O)N1c1ccc(NCCOCCO)c([N+](=O)[O-])c1	-3	6	5	0	1	1	-2	0	1
Cc1cc(C)c2nc(C)cc(Nc3ccc(C(=O)NCCO)cc3)c2c1	4	-17	1	0	1	-11	-4	1	5
COc1ccc(NC(=S)N2CCCC2c2ccc(OC)c(OC)c2)cc1 (stereo not drawn)	5	-10	-3	1	0	-8	-4	2	6
CCc1nnc(NC(=O)CN2C(=O)c3ccccc3S2(=O)=O)s1	3	8	-6	0	0	-4	-7	3	5
O=C(c1ccc(Cn2cc(Cl)cn2)cc1)N1CCN(c2ccccc2)CC1	-2	-4	5	2	3	3	-3	-1	1
CCCCC1=NN(C(=O)c2cocc2C)C(O)(C(F)(F)F)C1 (stereo not drawn)	3	-4	1	-1	10	-4	-8	-3	4
Cc1ncsc1CCC(=O)N1CCCC(C(=O)c2ccc3c(c2)OCO3)C1 (stereo not drawn)	-5	1	7	2	0	-6	-6	-2	2
CCC(C)NC(=O)C1c2ccccc2C(=O)N1Cc1ccc(OC)cc1OC (stereo not drawn)	3	-3	-9	1	2	-12	0	2	15
CC(C)(C)c1ccc(C(=O)CCC(=O)NCc2ccccc2)cc1	4	-4	-4	3	4	-9	-5	1	8
CC(Oc1ccccc1F)C(=O)Nc1ccc2ccccc2c1 (stereo not drawn)	-1	6	1	1	12	-8	-1	-3	7
Cc1nc(NC(=O)COC(=O)CNC(=O)c2ccco2)c(Cl)cc1Cl	5	0	10	0	5	0	-3	2	3
COc1ccccc1N1CCN(C(=O)CCC(=O)N2CCN(c3ccccc3OC)CC2)CC1	-2	9	1	4	4	0	-4	3	-1
O=C(O)Cc1c(-c2ccccc2)c2cc(Cl)ccc2[nH]c1=O	2	7	6	0	0	-10	-3	-3	15
O=C1OCCC1Sc1nc2ccccc2s1 (stereo not drawn)	0	5	-1	1	-1	-21	-5	-5	6
COc1ccc(NS(=O)(=O)c2ccc(N3CCOCC3)c(NC(=O)C(C)C)c2)cc1	0	3	-2	5	2	4	-2	7	2
CCC(CO)Oc1cc(NC(=O)c2ccc(F)cc2)c2ncn(C(C)C)c2c1 (stereo not drawn)	0	3	6	5	3	-9	-4	-1	6
Cc1cc[n+](-c2[nH]c(=O)sc2/C=N/N=C(\[O-])c2ccccc2)cc1C	-4	-7	-14	2	10	-10	0	5	8
O=C(O)c1cccc(NS(=O)(=O)c2cccc(C(=O)Nc3ccccc3[N+](=O)[O-])c2)c1	-9	6	12	1	-1	-13	-2	-4	5
Cc1nc2cc(NC(=O)CSc3nc4c(C)cccc4cc3C#N)ccc2s1	4	2	1	0	3	-7	-3	3	8
Cc1noc(C(=O)Nc2sc3c(c2C#N)CCC3)c1Cl	-4	-5	1	0	6	-2	2	3	2

Given with each value named: part of the list above
molecule: Cc1noc(C(=O)Nc2sc3c(c2C#N)CCC3)c1Cl
  CHRM5 PAM: -4 | M4 antag: -5 | M5 antag: 1 | CHRM4 agonist: 0 | TAAR1 ag: 6 | CHRM1 antagonist: -2 | M1 ag: 2 | CHRM5 agonist: 3 | M1 PAM: 2

molecule: CCC(CO)Oc1cc(NC(=O)c2ccc(F)cc2)c2ncn(C(C)C)c2c1 (stereo not drawn)
  CHRM5 PAM: 0 | M4 antag: 3 | M5 antag: 6 | CHRM4 agonist: 5 | TAAR1 ag: 3 | CHRM1 antagonist: -9 | M1 ag: -4 | CHRM5 agonist: -1 | M1 PAM: 6

molecule: COc1ccccc1N1CCN(C(=O)CCC(=O)N2CCN(c3ccccc3OC)CC2)CC1
  CHRM5 PAM: -2 | M4 antag: 9 | M5 antag: 1 | CHRM4 agonist: 4 | TAAR1 ag: 4 | CHRM1 antagonist: 0 | M1 ag: -4 | CHRM5 agonist: 3 | M1 PAM: -1

Carrying on:
SMILES	CHRM5 PAM	M4 antag	M5 antag	CHRM4 agonist	TAAR1 ag	CHRM1 antagonist	M1 ag	CHRM5 agonist	M1 PAM
Cc1ccc(S(=O)(=O)Nc2ccc3c(c2)nc(CCN2CCN(c4ccccn4)CC2)n3C)cc1	-6	17	14	5	3	79*	-3	-9	-24
CC(=O)Oc1ccc(N2C(=O)CC(N3CCOCC3)C2=O)cc1 (stereo not drawn)	3	0	0	1	1	-34	-1	1	-1
CC(=O)C[C@@H](O)CC(=O)[C@H]1OC(=O)CCCCCCCCc2ccccc21	-16	1	11	4	10	10	14	10	-18
COCCCn1c(=O)/c(=C\c2ccccc2OC(F)F)s/c1=C(/C#N)C(=O)NC(C)C	-1	10	4	1	1	3	-2	1	-5
FC(F)(F)c1cc(-c2ccc3c(c2)OCO3)nc(NCc2ccco2)n1	-2	-2	1	-2	0	-4	-2	-6	4
COC(=O)c1ccc(NC(=O)C(=O)N2CCN(C(=S)Nc3ccc(C)cc3)CC2)cc1	6	-6	-7	3	1	-2	-2	2	1
CC1(c2nc3ccccc3[nH]2)CCC(=O)N1Cc1ccccn1 (stereo not drawn)	4	0	-4	1	2	-2	-4	4	4
CCC(Sc1nc(-c2cccc(OC)c2)c(C#N)c(=O)[nH]1)C(=O)Nc1nnc(C(C)C)s1 (stereo not drawn)	-6	-5	3	0	21	-2	2	-3	1
COc1ccccc1N(CC(=O)NC(C)(C)C)C(=O)CCC(=O)Nc1nccs1	-3	-5	-8	1	0	-16	-3	5	6
O=C(N/N=C/c1ccc(OC(F)F)cc1)c1cccc(S(=O)(=O)N2CCOCC2)c1	2	3	0	1	8	1	-6	-2	0

Just TAAR1 ag, for 6 of the compounds above:
| compound | TAAR1 ag |
| --- | --- |
| Cc1ccc(S(=O)(=O)Nc2ccc3c(c2)nc(CCN2CCN(c4ccccn4)CC2)n3C)cc1 | 3 |
| CC(=O)Oc1ccc(N2C(=O)CC(N3CCOCC3)C2=O)cc1 (stereo not drawn) | 1 |
| CC(=O)C[C@@H](O)CC(=O)[C@H]1OC(=O)CCCCCCCCc2ccccc21 | 10 |
| COCCCn1c(=O)/c(=C\c2ccccc2OC(F)F)s/c1=C(/C#N)C(=O)NC(C)C | 1 |
| FC(F)(F)c1cc(-c2ccc3c(c2)OCO3)nc(NCc2ccco2)n1 | 0 |
| COC(=O)c1ccc(NC(=O)C(=O)N2CCN(C(=S)Nc3ccc(C)cc3)CC2)cc1 | 1 |

(more compounds)
SMILES	CHRM5 PAM	M4 antag	M5 antag	CHRM4 agonist	TAAR1 ag	CHRM1 antagonist	M1 ag	CHRM5 agonist	M1 PAM
CCOc1ccccc1C(=O)NCC(=O)NCCSc1ccc(Br)cc1	2	-5	-3	4	8	8	-2	2	-2
CN(C)S(=O)(=O)N1CCC(Cc2ccccc2)CC1	2	5	-5	1	5	-5	-4	-1	7
CCCCCCCCN1C(=O)[C@H](CC(=O)NCc2cccc3ccccc23)C[C@@]2(C(=O)OC)CC(C)(C)CC=C12	-3	4	-9	1	5	·	·	-3	·
COc1cccc(/C=N/NC(=O)CN2C(=O)NC3NC(=O)NC32)c1 (stereo not drawn)	-1	-9	2	1	-1	8	-5	-2	-2
CCOc1ccccc1CNC(=O)C1CCN(c2nc3ccccc3o2)CC1	-1	-13	-9	2	2	-3	-7	-1	1
COc1ccc(CCNC(=S)Nc2ccccc2)cc1	-5	0	7	3	0	-5	-4	-3	3
O=C(NCc1ccccc1Cl)C1CCCN1S(=O)(=O)c1ccccc1F (stereo not drawn)	0	-10	4	3	4	-8	-3	-3	17
COCC(C)NCc1cccc(C)c1 (stereo not drawn)	2	-6	7	1	9	-24	-3	-4	7
O=S(=O)(NCC(c1cccnc1)N1CCN(c2ccccc2F)CC1)c1cccs1 (stereo not drawn)	-3	-12	0	0	2	-19	-3	-2	7
O=C(CCn1nnc(-c2cccs2)n1)N1CCc2ccccc2C1	-1	9	-1	0	0	1	-5	1	0
COc1ccc(NC(=O)C(NC(=O)Cc2cccs2)c2ccc(C)cc2)cc1 (stereo not drawn)	5	2	-1	1	4	0	-3	2	3
O=C(CCl)NNC(=O)c1c(O)c2ccccc2[nH]c1=O	4	-2	0	0	-1	-12	-3	-2	7
COC(c1ccccc1)c1nnc(CCC(=O)NCCCc2ccccc2)o1 (stereo not drawn)	-11	-3	13	8	0	7	-7	-2	-10
COc1cc(CN2CCC(C(=O)NC(c3ccccc3)c3ccsc3)CC2)cc(OC)c1 (stereo not drawn)	-1	-5	7	9	44*	-12	9	7	8
CCOC(=O)Nc1sc(=S)n(C)c1C	-8	1	9	0	10	-10	-7	-1	3
CCOc1ccc(S(=O)(=O)NCC(c2ccc3c(c2)OCO3)N2CCN(C)CC2)cc1 (stereo not drawn)	-1	-4	2	1	1	0	-4	-7	12
CC(=O)c1c(OC(=O)c2ccccc2)c2ccccc2n1C	-6	-14	-3	-1	0	0	-7	-2	-1
CN1CCN(CCCNC(=O)Cn2nc(-c3ccccc3)ccc2=O)CC1	-2	3	0	0	-1	-26	-2	2	2
COc1ccc(CCNCC2C(Oc3ccc(Cl)cc3)C(=O)N2c2ccccc2C)cc1OC (stereo not drawn)	-6	-7	1	7	5	-11	-3	0	9
O=C(NCc1ccccc1Cl)C1CCN(S(=O)(=O)N2CCOCC2)CC1	0	-1	-1	1	4	0	-10	-3	0
COc1ccc(/C=C(\NC(=O)c2ccccc2)C(=O)NCCC(=O)O)cc1	-12	4	12	15	0	20	0	6	-4
Cc1ccc(OCC(=O)O/N=C(\N)c2ccccn2)cc1C	13	5	0	1	3	-12	-1	1	11
CCc1cccc(C)c1NC(=O)CSc1nnc(-c2cc3cc(Br)ccc3o2)n1CC	-4	-4	-1	0	7	-3	-4	-2	7

Screening data: PubChem, The Scripps Research Institute Molecular Screening Center
